High-throughput results as filed in PubChem BioAssay.
RGS8-Gao: regulators of human RGS8-Galphao interaction; response (percent of control binding), % at 10 µM; P09471; multiplexed bead flow cytometry, RGS8-Galphao binding; actives lie on both sides; 220,000 compounds, 0.34% hits; in the data active = response below about 60% or above about 140%; inactive = in between;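 also: Galphao activated as the GDP aluminium fluoride complex binding bead-coupled RGS8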
RGS7-Gao: human RGS7-Galphao interaction regulation. Multiplexed bead flow cytometry, RGS7-Galphao binding; actives lie on both sides. binding response (% of control), % at 10 µM. 220,000 compounds, 0.35% hits. AID 1439; in the data active = binding response below about 49% or above about 150%; inconclusive = no clear call, values can overlap the other calls; inactive = in between;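 also: fluorescent Galphao held in activated GDP-AlF4 state binding bead-coupled RGS7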
Bcl-2 Bim block: disrupts Bim peptide binding to human Bcl-2; Bead-based flow cytometry, Bim peptide-Bcl-2 binding; inhibition, % at 10 µM; 190,000 compounds, 0.06% hits; in the data active = inhibition above about 40%; inconclusive = no clear call, values can overlap the other calls;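 also: 0% = no compound wells with probe peptide and 100% = reference peptide inhibitor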
Bcl-B Bim block: disrupts Bim peptide binding to human Bcl-B | bead-based flow cytometry | inhibition, % at 10 µM | 190,000 compounds, 0.073% hits;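 also: 0% = tracer peptide without compound and 100% = reference inhibitor peptide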
ABCG2 inh: human ABCG2 inhibition, ABCB1 as counter-screen; Q9UNQ0; IgMXP3 cells, JC-1 efflux, flow cytometry; inhibition, % at 6.6 µM; 190,000 compounds, 0.1% hits;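 active = inhibition above 80%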;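 also: 0% = DMSO and 100% = nicardipine control wells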
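Incubation: cells with compound and JC-1, 10 min at 25 °C, rotating, no wash / Test system: IgMXP3 (ABCG2) plus far-red-tagged CCRF-Adr (ABCB1) cells / Compound dosing: one concentration, 6.6 µM final / Also added: JC-1 fluorescent substrate / Evaluation: efflux inhibition in percent versus controls / Detection: flow cytometry, 530 nm JC-1 signal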
RGS4-Gao reg: human RGS4-Galphao interaction regulation; 220,000 compounds, 0.33% hits; AID 1415; Multiplexed bead flow cytometry, RGS4-Galphao binding; actives lie on both sides; binding response (% of control), % at 10 µM; P09471; in the data active = binding response below about 49% or above about 150%; inactive = in between;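 also: fluorescent Galphao activated with aluminum fluoride binding bead-coupled RGS4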
Bim-Bcl-XL: disrupts Bim peptide binding to human Bcl-XL; bead flow cytometry, fluorescence; 190,000 compounds, 0.04% hits; AID 1007; Q07817; inhibition, % at 10 µM
GSH fluor: GSH bead compound fluorescence profile; GSH beads flow cytometry, compound fluorescence 488/530 nm; stronger effect = higher value; fluorescence (KMESF) at 10 µM; 190,000 compounds, 0.25% hits; AID 1776; in the data active = fluorescence above about 89;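 also: glutathione beads carrying GST-tagged Bcl family fusion proteins plus one bare bead set; values are compound well signal with DMSO vehicle wells as background; inactives centre near 16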
Bim-Bcl-W: inhibitors of Bim-Bcl-W interaction, human. AID 952. bead-based flow cytometry, Bim peptide-Bcl-W binding. inhibition, % at 10 µM. 190,000 compounds, 0.02% hits;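 also: 0% = bound tracer without compound and 100% = peptide blocker; higher means less fluorescent Bim peptide bound to Bcl-W beads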
ABCB1 inh: inhibitors of human ABCB1 transporter, ABCG2 counter-screen. P08183. CCRF-Adr cells, JC-1 efflux, flow cytometry. inhibition, % at 6.6 µM. 190,000 compounds, 0.067% hits. AID 1326; in the data active = inhibition above about 40%;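 also: 0% = vehicle and 100% = reference inhibitor; higher value means more JC-1 retained so stronger ABCB1 efflux block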
Target sequence (P08183 whole entry, looked up): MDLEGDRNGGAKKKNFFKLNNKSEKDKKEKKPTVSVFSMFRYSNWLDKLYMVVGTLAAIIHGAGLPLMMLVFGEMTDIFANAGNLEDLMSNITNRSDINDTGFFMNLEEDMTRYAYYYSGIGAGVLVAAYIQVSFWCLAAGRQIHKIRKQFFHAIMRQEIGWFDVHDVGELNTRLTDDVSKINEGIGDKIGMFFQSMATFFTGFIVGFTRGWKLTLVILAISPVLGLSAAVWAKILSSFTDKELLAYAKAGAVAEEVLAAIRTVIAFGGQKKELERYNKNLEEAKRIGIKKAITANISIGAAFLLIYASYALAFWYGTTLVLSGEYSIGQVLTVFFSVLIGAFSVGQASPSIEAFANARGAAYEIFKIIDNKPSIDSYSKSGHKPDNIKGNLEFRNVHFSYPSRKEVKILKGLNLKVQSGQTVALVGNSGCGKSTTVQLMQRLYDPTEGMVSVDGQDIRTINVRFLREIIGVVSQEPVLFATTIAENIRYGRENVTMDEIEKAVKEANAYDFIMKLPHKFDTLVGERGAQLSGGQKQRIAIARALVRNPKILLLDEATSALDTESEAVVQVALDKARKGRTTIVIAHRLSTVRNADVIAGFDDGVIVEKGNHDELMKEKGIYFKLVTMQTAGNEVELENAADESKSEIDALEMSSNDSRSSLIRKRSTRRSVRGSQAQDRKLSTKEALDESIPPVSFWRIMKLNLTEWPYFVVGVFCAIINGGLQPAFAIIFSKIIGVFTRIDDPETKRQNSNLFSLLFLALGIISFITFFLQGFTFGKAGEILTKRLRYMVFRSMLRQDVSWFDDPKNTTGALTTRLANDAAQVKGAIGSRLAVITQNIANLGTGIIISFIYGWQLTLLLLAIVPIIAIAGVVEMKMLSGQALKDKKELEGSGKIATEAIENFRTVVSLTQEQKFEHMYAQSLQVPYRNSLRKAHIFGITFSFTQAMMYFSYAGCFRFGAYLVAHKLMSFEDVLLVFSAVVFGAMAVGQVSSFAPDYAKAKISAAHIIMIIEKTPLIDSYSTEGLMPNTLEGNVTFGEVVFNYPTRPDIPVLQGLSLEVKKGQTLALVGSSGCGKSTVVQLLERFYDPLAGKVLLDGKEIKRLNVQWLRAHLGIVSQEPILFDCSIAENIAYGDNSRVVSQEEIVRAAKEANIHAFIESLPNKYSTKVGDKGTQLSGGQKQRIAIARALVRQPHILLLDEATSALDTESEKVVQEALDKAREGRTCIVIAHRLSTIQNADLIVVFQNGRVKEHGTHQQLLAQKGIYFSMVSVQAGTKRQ
Bfl-1 Bim block: disrupts Bim binding to human Bfl-1. Bead-based flow cytometry, Bim-Bfl-1 binding inhibition. Q16548. AID 1008. 190,000 compounds, 0.12% hits. inhibition, % at 10 µM;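 also: 0% = wells without compound plus tracer and 100% = blocker peptide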
* marks the source's active call; other numbers are inactive results; u = inconclusive; [ ] = dose if it differs, or a comment. Rule as the data show it, unless noted: active = inhibition above about 40%.

item	smiles	Bim-Bcl-XL	RGS8-Gao	Bcl-2 Bim block	ABCB1 inh	GSH fluor	RGS4-Gao reg	Bim-Bcl-W	Bfl-1 Bim block	ABCG2 inh	RGS7-Gao	Bcl-B Bim block
1	COc1ccccc1N(C)S(=O)(=O)c1ccc(C(=O)OC(C)C(=O)NCc2ccc3c(c2)OCO3)cc1 (configuration not stated)	1	103	-2	1.3	20	101	2	-1	0	101	0
2	CCOCCSc1nnc2nc(C)cc(C)n12	-5	103	-11	2.6	23	101	0	-7	11	101	-3
3	Cc1cccc(NC(=O)C2CCCN(c3nc(C)cc(C)n3)C2)c1 (configuration not stated)	-3	103	-13	1.0	24	100	-1	-13	46	100	-8
4	CCn1cc(C(=O)OCC(=O)Nc2ccc(S(=O)(=O)N3CCCC3)cc2)c(=O)c2ccc(C)nc21	0	97	-1	0.4	7	91	5	-7	3	89	-5
5	COc1cc(/C=N/NC(=O)c2ccc(N(C)S(=O)(=O)c3ccccc3)cc2)cc(OC)c1OC	-5	102	-4	1.8	9	100	-1	-3	8	103	-4
6	O=C(NCc1cccnc1)c1nnc(Cc2ccc(F)cc2)o1	-6	100	-1	0.1	14	101	-3	-7	-1	102	-7
7	CCCCCCOc1ccc(NC(=O)CC2C(=O)N(CC)C(=S)N2Cc2ccco2)cc1 (configuration not stated)	1	103	-7	0.7	12	99	0	-15	1	94	-4
8	Cc1onc(-c2ccccc2Cl)c1C(=O)Nc1nnc(C(C)C)s1	-4	103	0	-2.3	21	104	4	-8	-3	103	0
9	CCN(CC)C(=O)c1sc(NC(=O)c2c(OC)cccc2OC)c(C#N)c1C	-1	99	0	0.1	17	100	0	-2	5	98	0
10	CCN(CC(=O)Nc1ccc2c(c1)OCCO2)c1nc(-c2cccnc2)nc2ccccc12	-1	105	0	1.4	33	105	6	-8	2	107	6
11	Oc1ccc(/C=N/Nc2cc(N3CCCC3)nc(N3CCCC3)n2)cc1O	20	88	20	-0.6	1	84	24	30	-2	76	20
12	CN(C)c1nc(NCc2ccccc2)nc(N/N=C/c2ccc(Br)cc2)n1	0	99	1	0.0	13	100	0	-6	5	93	-2
13	COc1ccc(CC2(CO)CCN(Cc3cccc(OC)c3OC)CC2)cc1	-1	105	0	0.4	17	98	2	-6	1	100	-1
14	Cc1cccc(OCC(=O)O/N=C(\N)c2ccc(Cl)cc2)c1	0	101	0	0.2	16	98	0	-4	1	98	0
15	Cc1ccccc1OCC(=O)Nc1sc(C(=O)Nc2cccc(C)c2C)c(C)c1C#N	-1	95	-3	0.1	12	85	-3	-3	2	84	-3
16	CCCNC(=O)C12CCC(C)(C(=O)C1Br)C2(C)C (configuration not stated)	6	111	10	0.5	8	101	5	15	3	105	6
17	CC(C)Nc1nnc(SC(C)C(=O)NCc2ccc3c(c2)OCO3)s1 (configuration not stated)	0	98	-4	-0.5	22	102	4	5	0	104	-2
18	O=C(CSc1nnc(SCc2ccccc2)s1)N/N=C/C=C\c1ccco1	-3	99	4	-0.1	5	96	0	4	1	97	-4
19	CCCCSc1nnc(CNC(=O)C23CC4CC(CC(C4)C2)C3)n1Cc1ccccc1	-6	102	-5	2.9	12	102	-3	-4	0	104	-4
20	CC1(C)CC(=O)C([N+](=O)[O-])=C(NCCCC(=O)O)C1	-2	99	2	-0.2	11	100	-4	2	-2	102	-2
21	CC(C)Cc1nc2oc3c(NCCCN4CCOCC4)ncnc3c2c2c1CCC2	-4	100	-6	1.2	19	102	-6	-1	1	98	-5
22	O=C(NCc1ccccc1)c1cc(-c2ccco2)on1	-2	98	2	-0.1	33	101	0	0	7	100	0
23	CNC(=O)c1ccc(Nc2nnc(C)c3ccccc23)cc1	0	107	-37	0.5	20	106	2	-2	1	100	3
24	CC(C)Cn1c(NCCO)nc2ccccc21	4	96	-3	0.7	31	97	0	-9	2	100	-8
25	C#CCOCCOCCOCCNc1nc(N2CCN(C(=O)C([C@@H](C)CC)n3cc(C(N)Cc4ccc(O)cc4)nn3)CC2)nc(N2CCN(C(=O)[C@H](CCC(=O)O)n3cc(C(N)[C@H](C)CC)nn3)CC2)n1 (some centres not stated)	-1	102	0	0.3	21	103	1	-3	0	100	-8

Continued.
item	smiles	Bim-Bcl-XL	RGS8-Gao	Bcl-2 Bim block	ABCB1 inh	GSH fluor	RGS4-Gao reg	Bim-Bcl-W	Bfl-1 Bim block	ABCG2 inh	RGS7-Gao	Bcl-B Bim block
26	CCOC(=O)N1CCN(CCC(=O)c2ccc(Cl)cc2)CC1	5	97	5	0.4	31	99	-4	4	1	101	0
27	CCc1ccc(NC(=O)Cn2nc(C(F)(F)F)c3c2CCC3)cc1	-5	99	-9	0.0	35	99	-1	-16	24	96	-7
28	CCN(C(=O)COc1ccccc1)c1nnc(-c2cccnc2)s1	2	101	-3	0.4	39	98	2	-10	1	102	-4
29	CCC(C)(C(=O)NC1CCCC1)N(C(=O)CNC(C)=O)c1ccccc1 (configuration not stated)	-1	100	-3	0.2	27	102	0	-9	0	97	-7
30	CC(C)N(Cc1cnn(C)c1)Cc1nc(COc2ccccc2)no1	0	107	-2	0.3	10	106	1	-2	1	105	-2
31	O=[N+]([O-])c1ccc2nc(-c3ccccc3)[nH]c2c1	-6	103	-3	2.5	8	102	-3	-1	73	98	-3
32	Nc1nc(CSc2nc3ccccc3s2)nc(Nc2ccccc2)n1	-7	100	-1	0.1	9	98	-1	-3	9	98	-7
33	CCOc1ccc(C(=O)Nc2nccs2)cc1[N+](=O)[O-]	-3	100	-3	1.0	12	105	-4	-5	23	100	1
34	COc1cc(C2N(c3ccc(Cl)cc3)C(=O)C3CCCN32)cc(OC)c1OC (configuration not stated)	-4	103	-7	0.3	26	102	1	-9	0	96	-8
35	O=C(COC(=O)c1ccc(O)cc1)Nc1nccs1	1	101	-5	-0.7	8	101	-1	-8	-1	87	-1
36	CSCC[C@H](NC(=O)Nc1ccc(C)cc1)C(=O)O	-1	104	-11	-0.6	20	104	1	-15	-1	103	-6
37	CC(C)C(O)(C#CCN1CCCCCC1)c1ccccc1 (configuration not stated)	-3	101	-1	1.0	13	102	-3	-4	5	100	-4
38	COc1ccccc1N1CCN(C(=O)c2ccc3nc[nH]c3c2)CC1	-8	103	-4	0.9	9	102	-4	0	5	103	-7
39	CCOc1cc(C)c(S(=O)(=O)N2CCCCC2)cc1C	0	105	-1	1.2	23	105	0	-6	4	102	-2
40	O=C(Nc1ccccc1C(=O)O)c1ccc(Cl)c(S(=O)(=O)N2CCOCC2)c1	-8	99	-15	-0.2	15	97	-2	-16	-1	98	-15
41	COc1ccc(S(=O)(=O)Nc2c(C)c(C)cc3c2ncn3C)cc1	2	106	-2	0.1	10	103	1	-4	10	103	1
42	COc1cccc(-n2nnc3c(=O)n(Cc4ccc(Br)cc4)cnc32)c1	-10	100	-11	1.1	32	102	-4	-21	15	100	-9
43	O=C(Oc1ccccc1)N1CCN(c2ccc(F)cc2)CC1	-4	100	-8	0.6	29	101	0	-11	3	102	-7
44	O=C(Cn1cnc2c(oc3ccccc32)c1=O)N1CCCc2ccccc21	-10	98	-8	0.6	31	100	-1	-12	2	101	-6
45	Cc1ccc(S(=O)(=O)Nc2cccc3cccnc23)cc1	-8	107	-5	0.6	9	110	-5	-2	2	115	-4
46	COCCNC(=O)C12CC3CC(C1)CC(c1ccccc1)(C3)C2	-1	93	1	0.8	16	98	1	-4	-1	96	0
47	CC(C)(C)c1ccc(C(=O)N2CCNCC2)cc1	-16	99	-6	-2.4	31	98	-4	-10	-2	97	-9
48	O=C(NCCc1nnc2ccc(NCc3cccnc3)nn12)c1ccccc1F	-2	100	0	0.2	22	99	1	-1	3	98	0
49	CC(C)(C)n1nnnc1CN1CCN(C2CCCC2)CC1	-2	105	-3	0.4	18	105	0	-2	1	100	0
50	O=C(C1CCN(S(=O)(=O)N2CCC3(CC2)OCCO3)CC1)N1CCCCC1	-4	105	-1	1.5	22	103	-2	-3	6	99	-3

Following part.
item	smiles	Bim-Bcl-XL	RGS8-Gao	Bcl-2 Bim block	ABCB1 inh	GSH fluor	RGS4-Gao reg	Bim-Bcl-W	Bfl-1 Bim block	ABCG2 inh	RGS7-Gao	Bcl-B Bim block
51	Clc1ccccc1CSc1cc2c(nn1)-c1ccccc1CC2	0	111	-2	0.0	22	105	0	1	1	104	0
52	COc1ccc(-c2cc(=O)oc3cc(OCc4nn[nH]n4)ccc23)cc1	-7	100	2	-1.3	23	100	-3	-11	13	99	0
53	COCCNC(=O)Cn1nc(-c2ccccc2OC)ccc1=O	11	158*[activator]	5	0.4	57	133	0	1	2	133	3
54	CC(=O)N1CCN(CC(=O)Nc2c(Cl)ccc(C)c2Cl)CC1	0	97	-1	0.1	19	98	0	0	0	96	-2
55	COC(=O)c1ccc(N2C(=O)CC(N(C)CCc3ccc(OC)c(OC)c3)C2=O)cc1 (configuration not stated)	1	102	-3	0.5	15	105	0	-9	1	100	-6
56	O=C(Nc1cccc2c1CCCC2)c1ccco1	-2	102	-9	-0.2	36	103	-4	-14	1	98	-8
57	CCCC(=O)N1c2ccccc2C(=C2SC(C(=O)OC)=C(C(=O)OC)S2)C(=S)C1(C)C	-24	83	-26	0.5	39	88	-30	-22	3	91	-38
58	COc1ccc(Oc2ccc(/C=N/NC(=O)c3cccnc3)cc2[N+](=O)[O-])cc1	0	100	-3	0.4	12	102	0	-6	3	u	-2
59	Nc1cc(=O)nc(SCC(=O)NCc2ccccc2)n1CCc1ccccc1	-5	97	-11	0.1	24	97	-3	-17	3	97	-8
60	Cc1ccc(S(=O)(=O)Nc2ccc(Cl)cc2C(=O)c2ccccc2)cc1	-6	102	-4	0.0	12	98	-4	-6	0	93	-4
61	Cn1c(CNC(=O)c2ccccc2F)nnc1SCCOc1ccccc1	-2	97	0	0.5	18	99	0	-6	2	u	-3
62	CC1(C)CC(=O)c2cc(OCC(=O)NCCCN3CCN(c4ccccc4F)CC3)ccc2O1	-5	102	-3	1.0	43	103	0	-8	0	101	-1
63	O=C(/C=C/c1cccs1)N1CCN(c2ccccc2F)CC1	-6	99	-5	0.5	7	97	-2	-1	1	98	-7
64	CCCC/S(CC1CC1(Cl)Cl)=N\S(=O)(=O)c1ccc(C)cc1 (configuration not stated)	-6	87	-1	0.6	38	88	-5	-2	5	85	-1
65	O=[N+]([O-])c1ccccc1NCCOc1ccccc1	-9	103	-7	3.0	10	100	-5	-4	64	98	-11
66	O=C(COc1ccc(S(=O)(=O)NC2CCCCC2)cc1)NC1CCCCC1	-11	96	1	1.1	18	94	-10	-6	1	98	-9
67	CC(=O)C1=C(C)NC(SCC(=O)c2ccc(Cl)cc2)=C(C#N)C1CC(C)C (configuration not stated)	-6	98	0	0.4	4	99	5	1	3	102	-11
68	Cc1ccc(-c2nc(=S)c3c(n2CCN2CCOCC2)CC(C)(C)OC3)cc1	-25	103	-5	-0.3	29	103	-2	-13	-1	94	-10
69	CCC(=O)N1CCN(c2ccc(NC(=S)NC(=O)c3ccc(OC)c([N+](=O)[O-])c3)cc2)CC1	-1	100	0	0.2	16	102	0	1	-1	108	-2
70	FC(F)(F)c1cc(Oc2ccccc2Cl)nc(-c2ccccn2)n1	-9	99	-8	0.4	35	102	-1	-18	22	98	-10
